Mito fusion act – inhibitors of mitochondrial division or activators of mitochondrial fusion | S. cerevisiae fusion-defective mutant growth rescue, CellTiterGlo 48 h | Potency, µM (doses to about 46.1 µM), without a hit: top-dose growth rescue (activation), usual class: activators | actives 0.23% (n = 320,000) | AID 485298;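 further: potency means the concentration at half of the fitted maximal effect; % of control where 0% means no effect; nearly all actives have a fitted effect of over 45% in size; temperature-sensitive fusion mutants such as fzo1-1 at 37 °C on non-fermentable ethanol glycerol medium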
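Read-out: ATP-based luminescence (CellTiterGlo, 10 min ambient) reporting growth of fusion-defective ts yeast after 48 hours at 37C on glycerol/ethanol YPEG medium in the presence of compound.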
A-T KAP1 phos – potential ataxia-telangiectasia treatments restoring KAP-1 phosphorylation; […] A-T fibroblasts, KAP-1 phosphorylation AlphaLISA; neocarzinostatin DNA damage 30 min before lysis; Potency, µM (series often up to 57.5 µM), for inactives: at the highest dose activation, most hits filed as activators; actives 0.19% (n = 320,000); further: potency means the concentration at half of the fitted maximal effect; % of control where 0% means no effect; nearly all actives have a fitted effect of over 45% in size
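ATM-like activity read as KAP-1 phosphorylation via AlphaLISA donor/acceptor antibody pairs after lysis and 6 hr at 25C. Cells were ATM-null patient fibroblasts ([…], hTERT), dosed 60 min, then exposed to the DSB inducer NCS for 30 min.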
ELG1 DNA repair – ELG1-dependent DNA repair inhibition. Potency, µM (top dose mostly 46.1 µM), without a hit: at the top dose activity change, negative = inhibition, actives largely listed as inhibitors. AID 504467. actives 2.3% (n = 330,000). HEK293T ELG1-luciferase reporter, luminescence, 16 h; DNA damage induced by 5-fluorouridine; further: potency means the concentration at half of the fitted maximal effect; on the % scale 0 is the no-effect control and ±100 the full control effect; nearly all actives have a fitted effect of over 55% in size
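Quantitative HTS, concentration-response format. 2,000 cells/well co-treated with 5-fluorouridine and compound, 16 hr in 5% CO2 at 37 °C; ONE-Glo luminescence read after 30 min.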
USP2a inh – USP2a (human) protease inhibition; O75604; USP2 core, Ub-CHOP2 coupled fluorogenic reporter, 485/531; Potency, µM (top dose mostly 38.3 µM), for the others: at the top dose activity change, negative = inhibition, most hits filed as inhibitors; actives 0.01% (n = 330,000); AID 463254;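 further: potency means the concentration at half of the fitted maximal effect; plate controls were DMSO wells for no effect and full inhibition by NEM control for full effect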
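Deubiquitinase activity read as fluorescence (485/531 nm) after Ub-CHOP2 cleavage activates the enterokinase reporter on its substrate; USP2 core 10nM, Ub-CHOP2 and substrate 25nM each, 30min compound preincubation then 60min RT; data normalized to NEM, curves fitted.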
KCNH2 WT inh – KCNH2 (human, wildtype) channel inhibition. Q12809. actives 0.37% (n = 340,000). U2OS, BacMam KCNH2, thallium flux FluxOr; stronger effect = lower value. activity change, % at 1.84 µM. AID 720551;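 active means maximum activity change below -70%; inconclusive means maximum activity change between -70% and -50%; inactive means maximum activity change above -50%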; further: on the % scale 0 is the no-effect control and ±100 the full control effect
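U2OS cells were transduced with wild-type KCNH2 virus (2.03 x 10^8 / mL) for 4 h at room temperature, then cultured overnight at 37 C. Thallium flux was read with FluxOr dye. Rate constants were normalized to DMSO controls.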
Eya2 inh – Eya2 (human) phosphatase inhibition; O00167; recombinant Eya2, OMFP fluorescence dephosphorylation (OMFP is methylfluorescein phosphate); Potency, µM (highest dose often 76.9 µM), for inactives: top-dose activity, negative = inhibition, most hits filed as inhibitors; actives 0.006% (n = 330,000); AID 488837; further: potency means the concentration at half of the fitted maximal effect; on the % scale 0 is the no-effect control and ±100 the full control effect
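Eya2 protein (added as 0.2 uM solution) was preincubated with compound for 10 min at ambient temperature in 50 mM HEPES pH 7.5, 50 mM NaCl, 5 uM MgCl2, 0.05% BSA, 1 mM DTT. OMFP (added at 50 uM) then reacted 10 min; fluorescence read at 485/525 nm.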
KCNH2 3.1 block – blocks the human KCNH2 3.1 channel isoform; U2OS KCNH2 3.1, thallium flux FluxOr; stronger effect = lower value; activity change, % (tested at about 1.8 µM); actives 0.95% (n = 340,000); AID 720553;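 active means maximum activity change below -70%; inconclusive means maximum activity change from -70% to -50%; inactive means maximum activity change above -50%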;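 further: thallium influx rate constant from kinetic fluorescence after stimulation buffer; on the % scale 0 is the no-effect control and ±100 the full control effect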
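FluxOr-based Tl+ influx in U2OS cells transduced with KCNH2 3.1 virus; rate constants normalized to DMSO controls.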
TRPV1 ag – activates the human vanilloid receptor TRPV1; Q8NER1; TRPV1-expressing cells, Fluo-8 calcium influx, agonist mode; activation, % at 8.33 µM; actives 0.19% (n = 320,000); in the data active means activation above about 80%; inconclusive means between about 30% and that limit; further: 0% is about no effect
Target sequence (Q8NER1 whole entry, looked up): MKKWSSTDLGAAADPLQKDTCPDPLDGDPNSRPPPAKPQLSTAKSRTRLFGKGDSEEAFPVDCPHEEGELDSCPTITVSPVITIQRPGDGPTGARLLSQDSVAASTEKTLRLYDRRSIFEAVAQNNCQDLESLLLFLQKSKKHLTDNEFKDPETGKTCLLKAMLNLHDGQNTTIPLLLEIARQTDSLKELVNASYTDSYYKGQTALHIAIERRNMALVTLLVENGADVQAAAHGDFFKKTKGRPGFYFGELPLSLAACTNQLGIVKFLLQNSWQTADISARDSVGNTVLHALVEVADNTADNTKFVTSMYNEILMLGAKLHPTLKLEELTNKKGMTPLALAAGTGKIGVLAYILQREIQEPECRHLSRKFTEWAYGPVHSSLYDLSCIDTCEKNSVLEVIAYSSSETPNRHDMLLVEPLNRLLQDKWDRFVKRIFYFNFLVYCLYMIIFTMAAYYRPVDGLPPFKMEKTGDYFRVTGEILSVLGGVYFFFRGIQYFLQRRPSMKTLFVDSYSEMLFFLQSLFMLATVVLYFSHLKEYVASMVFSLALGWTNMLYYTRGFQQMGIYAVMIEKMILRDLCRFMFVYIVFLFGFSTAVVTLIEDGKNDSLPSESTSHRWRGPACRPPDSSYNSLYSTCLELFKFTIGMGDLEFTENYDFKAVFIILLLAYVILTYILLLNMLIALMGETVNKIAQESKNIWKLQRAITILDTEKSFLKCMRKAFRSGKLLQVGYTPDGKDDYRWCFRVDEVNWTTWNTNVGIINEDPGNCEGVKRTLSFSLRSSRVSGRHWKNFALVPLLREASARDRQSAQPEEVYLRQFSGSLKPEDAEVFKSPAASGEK
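TRPV1-expressing cells were cultured overnight at 35.5C and loaded with Fluo-8 calcium dye for 40 to 90 min at room temperature. After a 10 s baseline, compound was added and calcium influx was read kinetically for 3 min (ex 480/em 520 nm).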
TCR activator – activates T cell receptor signaling; 330,000 tested, under 10 active; primary human leukocytes, anti-CD3, IL-2 HTRF, 48 h; AID 504894; Potency, µM (doses to about 9.22 µM), for inactives: at the top dose activation of IL-2 secretion, usual class: activators; further: % of control where 0% means no effect
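1) Mix primary human leukocytes, a-CD3 beads and compound. 2) Incubate 48 hr. 3) Add HTRF IL-2 reagents (a-IL-2-K, a-IL-2-d2).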
TSHR antag – antagonists of human thyroid stimulating hormone receptor; activity change, negative = inhibition, % at 11.5 µM; AID 504810; actives 0.2% (n = 330,000); TSHR-expressing cells, TSH-stimulated cAMP HTRF, 2 h; stronger effect = lower value; P16473;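 active means activity change below a set negative limit, meaning inhibition stronger than a set level, cut at about -70% in these data; inconclusive means activity change between two set negative limits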; further: on the % scale 0 is the no-effect control and ±100 the full control effect
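Read-out is FRET at 665 nm (cryptate excitation 337 nm) from a cryptate-tagged anti-cAMP antibody, competed by cell cAMP against cAMP-d2. Compounds are tested on freshly harvested TSHR cells challenged with 4nM TSH (EC80) for 2 hours at 37 deg C.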
Starred values were filed as active, the others as inactive; ? = inconclusive; . = not tested or not shown; [ ] = another dose, or the depositor's remark. Unless noted, the call rests on the fitted dose curve; in most records, active means well fitted curve in the direction sought with a large enough effect; inconclusive means small, poorly fitted or top-dose-only effect, or another doubt; inactive means no such curve, though single readings can be large; an effect the other way counts as inactive or inconclusive. This is a subset, so the mix of outcomes need not match the whole.

canonical_smiles,KCNH2 WT inh,ELG1 DNA repair,KCNH2 3.1 block,TCR activator,TSHR antag,Mito fusion act,TRPV1 ag,A-T KAP1 phos,USP2a inh,Eya2 inh
CC1CCN(C(=O)CCc2nnc3ccc(NCc4ccco4)nn23)CC1,-7,?,-5,-7%,3,1%,4,9%,-3%,-16%
C=CS(=O)c1sc(Cl)c(N2CCOCC2)c1[N+](=O)[O-] (configuration not stated),-6,7%,-29,-5%,?,2%,17,-5%,0%,5%
Cc1ccc(N2C(=S)SC3CS(=O)(=O)CC32)cc1 (configuration not stated),-1,16%,1,8%,1,-8%,5,6%,0%,-9%
Cc1cc(C)c(C#N)c(SCC(=O)CC(=O)OC(C)C)n1,0,-8%,4,-9%,-2,-3%,3,2%,0%,8%
Cc1ccc(SCCC(=O)NC(C(C)C)C(C)C)cc1,.,-10%,11,6%[46.1 µM],-18,18%,?,0%,-1%,-13%
COC(=O)c1ccc(OCCCCN(C)Cc2ccccc2)cc1,6,0%,-5,-2%,5,0%,-4,-5%,1%,0%
Cc1nnc(SCC(=O)Nc2nonc2C)s1,14,13%,-7,0%,?,14%,-2,-7%,0%,-11%
Cc1ccn2c(=O)nc(SCC(=O)N3CCC(C)CC3)nc2c1,6,14%,-5,-2%,11,-4%,2,1%,0%,13%
O=C(O)CCCn1cc(NC(=O)COc2ccccc2)cn1,-7,-4%,2,11%,1,-1%,-3,-2%,3%,-3%
Cc1ccc(C(=O)NC(NC(=O)c2ccc(C)cc2)c2cccc([N+](=O)[O-])c2)cc1,1,13%,2,1%[46.1 µM],-13,-7%,0,1%,2%,-3%
CCOc1ccc(C2Sc3ccccc3NC3=C2C(=O)OC3)cc1 (configuration not stated),-4,?,6,-7%,15,1%,5,0%,1%,0%
Cc1cc(C(=O)Nc2cccnc2)on1,0,7%,-9,-2%[46.1 µM],5,-1%,-1,-5%,0%,-2%
CCOC(=O)C(C(C)=O)C(c1ccc(OC)cc1)C(C(C)=O)C(=O)OCC (configuration not stated),-3,-4%,11,4%,-1,-11%,1,1%,3%,-27%
COc1ccc(NC(=O)C2CCCN(S(=O)(=O)c3ccc(C)cc3)C2)cc1OC (configuration not stated),6,?,13,1%[46.1 µM],-5,-2%,20,2%,0%,-8%
O=C(c1cc(Cl)nc2ccccc12)N1CCN(Cc2ccc3c(c2)OCO3)CC1,6,-7%,9,-1%,-4,8%,4,7%,-1%,-1%
CCOC(=O)C1Oc2ccccc2C(c2ccoc2)=C1C(=O)OC (configuration not stated),4,?,-3,1%[46.1 µM],10,.,.,14%,0%,-4%
CCN(CC)CCN1C(=O)C(=O)/C(=C(/O)c2ccc(F)cc2)C1c1ccncc1 (configuration not stated),-1,?,1,2%[46.1 µM],-9,2%,1,0%,9%,-6%
O=C(NCCc1csc(-c2cccnc2)n1)c1ccc(Br)o1,-71*,12µM*,6,0%,-8,12%,-3,-5%,-4%,1%
CC(C)(C)OC(=O)[C@H](Cc1ccccc1)NC(=O)c1nc[nH]c1C(=O)NCc1ccccc1,0,-15%,-107*,-1%,-6,21%,?,-11%,-1%,-19%
CCc1ccc(CN2CCSCC2)cc1,-21,-4%,-10,-11%,-2,1%,2,4%,-1%,-3%
COC(=O)c1ccc(CNC(=O)CCc2c[nH]c3ccccc23)cc1,2,-1%,3,3%,-1,1%,4,-1%,1%,-7%
Cc1cc([N+](=O)[O-])nn1CCCC(=O)Nc1sc2c(c1C(N)=O)CCCC2,14,-1%,-11,-1%[46.1 µM],13,10%,4,.,4%,-4%
C=CC[C@H](CC(=O)NCCO)C(=O)N[C@H](COC(=O)[C@@H](CC=C)CC(=O)OC(C)(C)C)Cc1c[nH]c2ccccc12,-8,?,4,4%,-4,.,.,5%,1%,-29%
COCCCNC(=O)c1ccc2c(c1)ncn2-c1ccc(C)cc1C,.,3%,-1,-6%,1,25%,7,10%,3%,0%
CCCn1c(=O)c(C(=O)NC(C)c2ccccc2)c(O)c2ccccc21 (configuration not stated),-2,-6%,2,0%,-6,-7%,4,3%,0%,-10%
CC1=NNC(=O)C1CCC(=O)N/N=C(\C)c1ccc(Cl)cc1 (configuration not stated),-3,?,10,-1%,2,-2%,-3,5%,-1%,1%
CCCOC(=O)c1ccc(NC(=O)c2nc3nc(C)cc(C)n3n2)cc1,5,?,-3,10%,33,-3%,-1,4%,0%,-14%
Cc1ccccc1C(=O)N/N=C/c1ccc(OCC(=O)N2CCCCC2)cc1,10,-18%,-3,-23%,10,0%,-6,1%,2%,2%
Cc1ccc(-n2nc3c(=O)n(CCCC(=O)N4CCCCC4)nc(C)c3c2C)cc1,4,6%,5,-1%,7,1%,-6,-14%,2%,7%
CCN(C(=O)COC(=O)c1ccc(=O)n(Cc2ccccc2)n1)C1CCCCC1,-11,18%,1,-2%,9,-3%,2,1%,2%,21%
CCn1nnnc1NCc1cccc(Cl)c1,-1,5%,8,.,-3,-2%,4,1%,0%,-8%
CC(=O)Nc1nonc1NC(=O)COc1ccccc1,-2,10%,-6,0%,0,-1%,-2,3%,4%,1%
COc1ccc([C@@H](C)NC(=O)c2ccc3oc(C(C)C)nc3c2)cc1,-7,0%,-17,8%,-6,16%,?,-2%,1%,-16%
N#CCCN(C(=O)COC(=O)COc1ccccc1Cc1ccccc1)c1ccccc1,9,?,-3,3%,-2,12%,1,4%,0%,-9%
C/C(N)=C(/C#N)C(=O)CSc1nnc(COc2cc(C)ccc2C)o1,-3,-5%,-7,3%,-1,2%,3,5%,2%,4%
Cc1cc(=O)oc2cc3oc(=O)cc(C)c3cc12,-7,-13%,7,2%,-6,-1%,0,-18%,1%,7%
CCCCCCCC(=O)NNC(=O)Cc1ccccc1,6,6%,-16,0%,11,2%,1,-2%,-2%,3%
CC(C)(O)c1[nH]c2ccc(C#N)cc2c1C(C)(C)O,3,-19%,2,-2%,4,0%,4,-6%,1%,-11%
Cc1ccc(-n2ncc3c(=O)[nH]c(SCC(=O)N4CCCc5ccccc54)nc32)cc1,-19,?,-24,-3%,2,-2%,-1,3%,1%,-21%
COc1ccc(CCC(C)Nc2ccccc2F)cc1 (configuration not stated),6,15%,0,3%[46.1 µM],-8,0%,-4,16%,2%,-7%
CC(=O)N1N=C(c2ccccc2OC(=O)/C=C/c2ccccc2)CC1c1ccccc1 (configuration not stated),-5,4%,-7,0%,-34,?,-3,8%,0%,14%
Cc1ccc(S(=O)(=O)NCC(=O)N(CC(=O)NCC2CCCO2)Cc2ccco2)cc1 (configuration not stated),-1,6%,2,4%,-7,15%,8,0%,1%,-8%
Cc1ccc(/C=N/n2c(C)nc3ccccc3c2=O)o1,-2,14%,3,6%,-1,4%,12,5%,0%,?
O=C(CNC(=O)c1ccco1)NNC(=O)c1n[nH]c(=O)c2ccccc12,-3,1%,-11,2%,0,.,.,6%,3%,-3%
CCOc1ccc(OCCOCCN2CCCC2)cc1,5,-11%,23,0%,0,2%,-1,1%,5%,-7%
CCCN(C(=O)c1cc2c(s1)CCC2)c1c(N)n(Cc2ccccc2)c(=O)[nH]c1=O,-8,1%,4,2%,-4,-3%,-2,5%,0%,5%
COc1ccc(Cc2nnc(N/N=C/c3ccc(Br)cc3)[nH]c2=O)cc1OC,2,-12%,-19,4%,6,-1%,-2,8%,1%,-23%
Cc1cc(NC(=O)CSc2nc3ccccc3n2CC(=O)N2CC(C)CC(C)C2)no1 (configuration not stated),15,-9%,-7,.,-2,0%,-1,4%,3%,17%
CC1(C)C2CCC1(CS(=O)(=O)N1CCN(c3ccc(F)cc3)CC1)C(=O)C2 (configuration not stated),5,-11%,8,-3%,4,0%,22,.,0%,-4%
C=CCc1ccc(OCC(O)CN2CCc3ccccc3C2)c(OC)c1 (configuration not stated),-23,-12%,-25,1%,7,-9%,-1,-2%,2%,-11%
CCN(CC)CCOC(=O)c1ccc(NC(=O)CCCN2C(=O)S/C(=C/c3ccc(OC)cc3)C2=S)cc1,13,1%,13,-1%,15,-6%,-1,0%,0%,-5%
CCOc1ccccc1NC(=O)CN1CCC(NC(=O)c2ccccc2C)CC1,5,?,-40,0%,-1,-7%,2,1%,0%,-7%
S=C(Nc1ccc(Br)cc1Cl)NN1CCOCC1,-5,1%,8,1%,0,-1%,1,4%,3%,-6%
O=C(NCCSc1ccccc1)c1ccc(CN2CCOCC2)cc1,-8,?,-6,2%,3,-5%,22,-10%,1%,-9%
